# Tn6 DDE FP = DD(E)-Tn6 binding inhibition, primary FP screen; P02675; Fibrin DD(E) TRITC-Tn6 fluorescence polarization displacement; inhibition, % at 8.3 µM; actives 0.21% (n = 370,000);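 active = inhibition above a per-campaign cutoff: mean of compounds within control limits plus 3 SD, cut at about 15% in these data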;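 note: 0% = median of all compound wells on the plate and 100% = blocking peptide control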
# NPR2 activator = GC-B (human) receptor activation. P20594. HEK293-GC-B cells, CNP EC30, cGMP TR-FRET; 0% at EC30 CNP, 100% saturating CNP. activation, % at 10 µM. actives 0.11% (n = 370,000);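 active = activation at 10 µM reaching about 35% in either raw or pattern-adjusted values, limit read from the data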
# GAA850 FXN act = increases GAA850 frataxin promoter reporter activity | activation, % at 6 µM | actives 0.56% (n = 360,000) | AID 540364 | HEK293 lucGAA850 FXN promoter luciferase reporter, 24 h; percent of 10 µM SAHA response;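 active = activation above the average of all compounds screened plus 3 SD, cutoff fixed separately per campaign, cut at about 7.5% in these data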;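 note: 0% = DMSO wells and 100% = 10 µM SAHA wells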
# ARFGAP1 inh = inhibitors of rat ARFGAP1. Q62848. Arfgap1-stimulated ARF1 GTP hydrolysis, GDP FP detection. inhibition, % at 16.5 µM. actives 0.26% (n = 360,000);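 active = inhibition above a per-plate limit, mean inhibition of low control wells plus 3 SD, cut at about 25% in these data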;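 note: 0% = DMSO wells with enzyme and 100% = wells lacking Arfgap1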
#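 Replicates: Single well per compound | Assay system: Truncated rat Arfgap1 GAP domain | Control set: No-Arfgap1 wells (100%) versus DMSO full-reaction wells (0%) | Times: Enzyme reaction 120 min at 25 °C after 20 min preincubation | Reagent: Human ARF1(Δ1-17)-GTP substrate | Measured by: Tracer-displacement fluorescence polarization with EDTA stop, 620/688 nm | Measure: Percent inhibition of Arfgap1-stimulated GTP hydrolysis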
# GC-A act = GC-A (human) enzyme activation. actives 0.14% (n = 370,000). HEK293 GC-A cells, cGMP TR-FRET, EC30 ANP; 0% at EC30 ANP, 100% saturating ANP. activation, % at 10 µM. AID 1671463; in the data active = activation above about 40%
# proKLK7 act = proKLK7 (human) activation, primary screen | P49862 | purified proKLK7, EDANS-DABCYL substrate fluorescence; 100% is mature enzyme control, 0% vehicle | activation, % at 7 µM | actives 0.9% (n = 370,000) | AID 652039;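 active = activation above the mean of all tested compounds plus 3 SD, computed per campaign excluding outliers beyond control limits, cut at about 13% in these data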
# HGIII-sPLA2 inh = Blocks human group III sPLA2 activity; AID 743126; inhibition, % at 12.2 µM; actives 0.56% (n = 370,000); QFRET BODIPY PC-A2 liposome hydrolysis, fluorescence; Q9NZ20;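 active = inhibition above mean plus 3 SD of compounds lying within the high and low control bounds, cut at about 19% in these data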;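 note: 0% = median of test compound wells and 100% = no enzyme DMSO wells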
# ADAM10 inh = ADAM10 inhibition, QFRET primary screen; O14672; recombinant ADAM10, EDANS/DABCYL FRET peptide cleavage, 3 h; inhibition, % at 7 µM; actives 0.62% (n = 370,000); AID 720582;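 active = inhibition above a per-campaign cutoff equal to the mean of compounds falling between control-based bounds plus 3 SD, cut at about 20% in these data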;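 note: 0% = DMSO wells while the 100% control is not disclosed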
# Target sequence (O14672 214-748 limits assumed): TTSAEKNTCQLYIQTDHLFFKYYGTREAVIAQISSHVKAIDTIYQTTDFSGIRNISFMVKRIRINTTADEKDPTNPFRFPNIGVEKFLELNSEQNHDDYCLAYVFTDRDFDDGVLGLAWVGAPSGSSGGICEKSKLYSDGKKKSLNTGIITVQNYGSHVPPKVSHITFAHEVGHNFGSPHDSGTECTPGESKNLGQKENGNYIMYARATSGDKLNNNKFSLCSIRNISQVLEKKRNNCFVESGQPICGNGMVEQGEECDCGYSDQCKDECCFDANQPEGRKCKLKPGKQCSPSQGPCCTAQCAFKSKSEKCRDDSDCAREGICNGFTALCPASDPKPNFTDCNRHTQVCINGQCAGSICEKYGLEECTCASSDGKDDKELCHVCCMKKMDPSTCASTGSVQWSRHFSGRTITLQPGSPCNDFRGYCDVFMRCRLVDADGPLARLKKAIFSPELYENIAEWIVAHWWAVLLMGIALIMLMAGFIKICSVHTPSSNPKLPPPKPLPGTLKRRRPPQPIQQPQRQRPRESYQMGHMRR
# rCAG RNA binder = binds r(CAG) RNA repeats | r(CAG) RNA repeat, TO-PRO-1 dye displacement fluorescence | AID 651821 | actives 1.3% (n = 370,000) | inhibition, % at 3 µM;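 active = inhibition above the plate cutoff, the mean of all test compounds on that plate plus 3 SD, cut at about 35% in these data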;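 note: 0% = DMSO alone and 100% = 100 µM mitoxantrone as full dye displacement; higher means more dye released from RNA so lower well fluorescence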
# ASAP1 GAP inh = blocks human ASAP1-stimulated Arf1 GTP hydrolysis; actives 0.19% (n = 360,000); inhibition, % at 16.5 µM; GDP FP detection; AID 624377; in the data active = inhibition above about 25%;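 note: 0% = vehicle with enzyme and substrate and 100% = no enzyme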
# Target sequence (Q9ULH1 325-724 limits assumed): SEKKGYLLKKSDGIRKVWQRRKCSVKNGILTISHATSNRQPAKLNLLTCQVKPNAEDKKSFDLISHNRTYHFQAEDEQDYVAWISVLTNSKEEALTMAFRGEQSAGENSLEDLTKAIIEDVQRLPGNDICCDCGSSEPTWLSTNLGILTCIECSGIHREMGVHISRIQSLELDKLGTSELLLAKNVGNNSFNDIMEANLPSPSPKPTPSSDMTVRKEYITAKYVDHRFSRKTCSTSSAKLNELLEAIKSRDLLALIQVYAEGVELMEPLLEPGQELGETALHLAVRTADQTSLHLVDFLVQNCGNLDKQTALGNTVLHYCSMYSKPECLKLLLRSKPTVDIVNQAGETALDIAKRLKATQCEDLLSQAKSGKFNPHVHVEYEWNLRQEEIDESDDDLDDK
# * hit, by the source's call; . = no result given.
SMILES,Tn6 DDE FP,NPR2 activator,GAA850 FXN act,ARFGAP1 inh,GC-A act,proKLK7 act,HGIII-sPLA2 inh,ADAM10 inh,rCAG RNA binder,ASAP1 GAP inh
Cc1nn(Cc2ccccc2)c(C)c1NC(=O)CCC(=O)O,-3,9,1.4,0,2,0.4,2,-3,0,9
CCC1Oc2ccccc2N(CC(=O)Nc2ccc3c(c2)OCCO3)C1=O (stereo not given),-5,-3,-0.3,1,2,-0.2,-15,5,11,-9
CC(=O)c1cccc(S(=O)(=O)N2CCCC(c3nc4c(nnn4Cc4ccc(C)cc4)c(=O)[nH]3)C2)c1 (stereo not given),4,5,2.1,-10,5,0.2,-15,10,11,-6
C[C@@H]1CC[C@@]2(O[C@@H](CCO)C[C@H](O)[C@H]2O)O1,9,0,0.8,7,-4,0.5,2,-9,3,-2
CC(C)CCN1CCN(Cc2cc(F)ccc2-n2cccn2)CC1CCO (stereo not given),-3,0,0.7,14,-1,0.4,5,-12,-6,8
CCCN(Cc1cc2ccc(C)cc2[nH]c1=O)C(=O)c1ccccn1,-1,4,0.2,-6,4,0.7,-4,-25,-5,13
CCOC(=O)N1CCN(CC(O)COC2CC(C)CCC2C(C)C)CC1 (stereo not given),3,10,0.1,2,5,0.8,-2,4,-9,10
CCN(C(=O)COC(=O)COc1ccc(Cl)c(C)c1)C1CCS(=O)(=O)C1 (stereo not given),-6,-2,0.1,0,-2,-0.7,-7,-9,4,-5
COc1ccc(CCN(Cc2cc3cc(C)cc(C)c3nc2Cl)C(=O)C2CC2)cc1,-5,-4,-0.9,2,-4,0.1,-1,10,3,1
CC(C)CCNC(=S)Nc1ccc2nc3n(c(=O)c2c1)CCCCC3,5,7,-0.8,12,4,-0.2,20*,-17,-2,7
Nn1c(Cc2ccccc2)nc2cc(Cl)ccc2c1=O,12,-9,2.0,-5,-12,-0.4,-1,5,5,-13
COc1ccc(S(=O)(=O)NCC(=O)N(CC(=O)NCC2CCCO2)c2ccccc2C)cc1 (stereo not given),-3,1,0.1,7,-3,0.2,-2,0,-3,17
Cc1ccc(OCC(=O)NCC(=O)Nc2ccc(F)c(F)c2F)c([N+](=O)[O-])n1,-1,-1,4.3,5,4,0.2,-2,-1,-1,0
CCOC(=O)N1CCN(c2nnc(-c3ccccc3)c3ccccc23)CC1,-3,-4,1.6,4,-10,-0.4,0,-6,-7,5
Clc1ccccc1NN(Cc1ccncc1)c1ccccc1Cl,-7,-8,-0.2,-15,-28,-0.9,-15,9,-1,-29
COc1ncnc2c1ncn2CCCNCC(c1ccccc1)c1ccccc1,-5,-11,-1.8,-2,-10,0.4,2,-5,0,-3
Cn1c(=O)c2cc(S(=O)(=O)NC(C(=O)Nc3cccc(F)c3)c3ccccc3)ccc2n(C)c1=O (stereo not given),-13,-6,-3.6,15,-12,0.5,4,-14,5,3
CC(=O)Nc1ccc(S(=O)(=O)NCCC(=O)Nc2ccc(C)c(Cl)c2)cc1,-2,-5,-3.1,4,-6,0.3,-8,9,6,6
O=C(N[C@H](C(=O)N1CCC[C@H]1C(=O)NCCc1ccccc1Cl)c1ccccc1)c1ccc(Cl)cc1Cl,2,-3,.,15,-1,1.6,-8,0,2,10
CCc1nn(CCCC(=O)NCc2cc(Br)ccc2OC)c(=O)c2cc3occc3n12,3,-12,0.9,1,-35,0.3,-3,0,-2,-6
C[C@H]1[C@@H](c2ccccc2)Oc2c(Cl)cccc2S(=O)(=O)N1C,11,-1,.,-1,-3,0.5,9,-10,2,-9
Cc1nn(C)cc1/C=C/C(=O)c1ccc(O)cc1,-1,-1,7.4,9,0,1.1,-9,-12,2,1
O=C(NC1(C(F)(F)F)C(=O)Nc2c1c(=O)[nH]c(=O)n2Cc1ccccc1)c1ccc(Cl)cc1Cl (stereo not given),1,8,0.1,-6,3,-0.4,4,-1,0,-1
O=C(C1CCCN(S(=O)(=O)c2ccc(Br)cc2)C1)N1CCN(Cc2ccccc2)CC1 (stereo not given),1,-11,-0.8,3,-11,0.6,-5,-4,-8,5
O=[N+]([O-])c1ccc(NC(=S)NCC(c2cccnc2)N2CCOCC2)cc1 (stereo not given),1,3,-2.0,4,-1,1.2,-3,15,4,5
CC1(c2ccccc2)NC(=S)N2C1NC(=S)N2c1ccccc1 (stereo not given),12,-1,1.0,1,-2,-0.2,5,7,2,-2
Cc1cccc(N2CCN(C(=O)c3cccs3)CC2)c1C,-3,0,0.4,-4,-4,-0.1,-3,6,-3,-7
O=c1[nH][nH]c(-c2ccccc2)c1C=Nc1ccc(Cl)cc1,1,3,-3.2,-10,2,0.7,-6,-2,-2,-5
CCN(CC(=O)Nc1c(F)cccc1F)C(=O)c1ccc(COc2ccccc2)o1,-3,2,1.4,3,2,-0.1,14,-12,-2,10
CCOc1ccc(CNc2nc3ccccc3n2CCN2CCOCC2)cc1,6,-1,1.1,1,-1,0.2,-5,0,0,14
O=C1NCCCC1C(=O)Nc1ccccc1C(F)(F)F (stereo not given),-1,5,1.2,11,7,-0.5,-5,5,-2,3
O=C(Nc1cccc(C(F)(F)F)c1)c1cccnc1NCCc1ccccc1,-12,-9,3.2,7,-4,-1.9,-9,-95,12,11
COc1ccc(-n2nc(C(=O)NCC(=O)NCCCN3CCOCC3)c3ccccc3c2=O)cc1,2,-3,3.2,8,2,-0.5,2,4,0,-3
CSc1ncccc1C(=O)OCc1cccc([N+](=O)[O-])c1,0,-5,-1.7,7,1,0.4,7,3,-3,-1
CC1Oc2ccccc2C=C1C1/C(=C(/O)c2ccccc2)C(=O)C(=O)N1CCCN(C)C (stereo not given),6,-3,-2.2,2,1,0.1,3,2,1,-11
COc1cc([N+](=O)[O-])c(OC)cc1Nc1ccccc1C(=O)O,3,2,.,-9,-2,-0.4,-1,2,6,7
COc1cc(C(=S)N2CCOCC2)ccc1OC(=O)c1cc([N+](=O)[O-])cc([N+](=O)[O-])c1,-4,-3,3.2,12,-1,-0.3,-1,2,0,-10
COc1cc(OC)cc(C(=O)Nc2ccccc2C(=O)N2CCCC2)c1,4,-1,-0.6,-3,3,-0.1,-2,-3,-1,2
COC(=O)[C@]12C[C@H](CC(=O)NCCc3ccccc3OC)C(=O)N(Cc3ccc(Cl)cc3Cl)C1=C[C@H](COCc1ccccc1)O[C@@H]2C,-8,3,.,.,-6,0.6,-9,0,11,.
CC(=O)N1CCN(S(=O)(=O)c2cccc(C(=O)NC3CCCC3)c2)CC1,8,6,0.8,-12,0,0.4,1,-7,5,-3
COc1ccc(/C=C(/C#N)C(=O)Nc2ccccc2C)cc1C(=O)O,-7,4,-0.3,6,-3,-0.6,2,-7,6,4
CCOC(=O)c1[nH]c2ccccc2c1NC(=O)CC(C)C,5,3,0.0,-2,1,0.1,-16,-30,-2,7
Nn1c(SCC(=O)Nc2ccc(OC(F)F)cc2)nnc(Cc2ccccc2)c1=O,9,-2,1.1,2,-1,-0.1,-11,10,6,-19
O=C1NC[C@H](Cc2ccccc2)N(CC2CCN(CCC34CC5CC(CC(C5)C3)C4)CC2)C1=O,0,-1,-0.2,3,-2,0.4,-8,-13,-1,-3
CCOC(=O)N1CCN(Cc2nc3cc(NC(=O)c4ccco4)ccc3n2CC)CC1,5,6,2.6,1,-1,-0.1,8,-18,-11,4
Cc1ccc([C@@H]2CC=C(C(=O)O)CN2S(=O)(=O)c2ccc(C)cc2)cc1,-3,5,1.0,6,3,-0.2,-4,14,20,12
CCOc1ccc(CCNC(=O)COC(=O)c2ccc[nH]c2=O)cc1OCC,3,-1,1.0,9,0,0.7,0,5,4,-2
COCCN(C(=O)C1CC1)c1nnc(-c2ccc(C)cc2)s1,-3,-4,1.9,-1,6,-0.3,0,2,-10,12
CCn1c(C)nc2cc(C(=O)N/N=C/c3cccc(OC)c3O)ccc21,-12,-1,-2.7,11,4,-9.8,-12,-17,5,7
CCC(=O)N1CCc2cc(S(=O)(=O)N3CCN(c4ccccn4)CC3)ccc21,-3,-4,1.1,9,-4,0.0,1,2,3,10
COc1ccc(NC(=O)CSc2nc(-c3ccncc3)nn2CC(=O)N2CCCC2)cc1,0,6,-1.1,7,-5,-0.1,15,-12,2,11
C=CCNC(=O)C1(c2ccccc2)CC1(Cl)Cl (stereo not given),-1,4,-2.9,5,0,0.2,-4,1,-1,-3
CCOCCOc1cccc(C(=O)NC(C)c2ccc3ccccc3c2)c1 (stereo not given),6,0,0.0,4,-1,0.5,-14,7,-4,3

# Sorted by number of heavy atoms (ascending): 11 of the compounds above.
SMILES,Tn6 DDE FP,NPR2 activator,GAA850 FXN act,ARFGAP1 inh,GC-A act,proKLK7 act,HGIII-sPLA2 inh,ADAM10 inh,rCAG RNA binder,ASAP1 GAP inh
CSc1ncccc1C(=O)OCc1cccc([N+](=O)[O-])c1,0,-5,-1.7,7,1,0.4,7,3,-3,-1
COCCN(C(=O)C1CC1)c1nnc(-c2ccc(C)cc2)s1,-3,-4,1.9,-1,6,-0.3,0,2,-10,12
Clc1ccccc1NN(Cc1ccncc1)c1ccccc1Cl,-7,-8,-0.2,-15,-28,-0.9,-15,9,-1,-29
CC(C)CCNC(=S)Nc1ccc2nc3n(c(=O)c2c1)CCCCC3,5,7,-0.8,12,4,-0.2,20*,-17,-2,7
CCN(C(=O)COC(=O)COc1ccc(Cl)c(C)c1)C1CCS(=O)(=O)C1 (stereo not given),-6,-2,0.1,0,-2,-0.7,-7,-9,4,-5
CCOC(=O)N1CCN(c2nnc(-c3ccccc3)c3ccccc23)CC1,-3,-4,1.6,4,-10,-0.4,0,-6,-7,5
O=C(Nc1cccc(C(F)(F)F)c1)c1cccnc1NCCc1ccccc1,-12,-9,3.2,7,-4,-1.9,-9,-95,12,11
COc1ccc(CCN(Cc2cc3cc(C)cc(C)c3nc2Cl)C(=O)C2CC2)cc1,-5,-4,-0.9,2,-4,0.1,-1,10,3,1
CCOC(=O)N1CCN(Cc2nc3cc(NC(=O)c4ccco4)ccc3n2CC)CC1,5,6,2.6,1,-1,-0.1,8,-18,-11,4
O=C1NC[C@H](Cc2ccccc2)N(CC2CCN(CCC34CC5CC(CC(C5)C3)C4)CC2)C1=O,0,-1,-0.2,3,-2,0.4,-8,-13,-1,-3
CC(=O)c1cccc(S(=O)(=O)N2CCCC(c3nc4c(nnn4Cc4ccc(C)cc4)c(=O)[nH]3)C2)c1 (stereo not given),4,5,2.1,-10,5,0.2,-15,10,11,-6

# From PubChem BioAssay
